Screens as filed in PubChem.
MmCpn inh – inhibitors of Methanococcus maripaludis chaperonin (MmCpn); purified Mm-Cpn ATPase, ADP Transcreener TR-FRET; Potency, µM (titrated, usually from 76.9 µM), inactives show top-dose activity, negative = inhibition, usual class: inhibitors; 0.031% of 330,000 active; AID 504842; also: potency is read from the fitted curve at half-maximal effect; % is scaled to controls: 0 for no effect and ±100 for the full control effect; nearly all actives have a fitted effect of over 80% in size
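Inhibition of chaperonin ATP hydrolysis is measured as reduced ADP production, detected by competitive TR-FRET in which signal falls with ADP. Final enzyme 25 nM and ATP 10 uM, reacted 30 min at 37°C.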
FUS suppressor – FUS proteinopathy suppression in yeast; S. cerevisiae FUS-expressing, growth rescue, OD600, 24 h; 0.24% of 390,000 active; Potency, µM (highest dose often 76.6 µM), without a hit: top-dose growth rescue (activation), actives largely listed as activators; AID 1347120;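 also: potency is read from the fitted curve at half-maximal effect; plate controls were DMSO vehicle for no effect and reference control for full effect; nearly all actives have a fitted effect of over 55% in size; some results filed as inactive show a strong effect at the top dose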
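Quantitative HTS measuring growth restoration of FUS-toxic yeast. Galactose-induced cells (OD 0.005) were exposed 24hr at 30C to compounds at several concentrations, then absorbance at 600 nm was recorded.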
GLP1R cytotox – cytotoxic in the GLP-1 receptor inverse agonist counter-screen. HEK293 cAMP-luciferase reporter cells, luminescence, 24 h. 0.13% of 410,000 active. AID 624418. Potency, µM (series often up to 38.3 µM), for inactives: at the top dose activity change, negative = inhibition, hits mostly inhibitors;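 also: loss of luciferase light is scored as toxicity; potency is read from the fitted curve at half-maximal effect; % is scaled to controls: 0 for no effect and ±100 for the full control effect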
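Seeding density was 200 cells/uL; after overnight-length (12 h) culture, 23 nL compounds went on for 24 h at 37 °C. Readout used a luciferase detection reagent, luminescence taken after 12 min at room temperature.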
Abeta yeast res – A-beta toxicity reversal in yeast. yeast expressing A-beta42, growth rescue, OD600, 48 h; response scale: 0% DMSO, 100% iron-clioquinol control. Potency, µM (series often up to 46.1 µM), for the others: at the highest dose growth rescue, actives largely listed as activators. 0.063% of 410,000 active. AID 1347071; also: potency is read from the fitted curve at half-maximal effect; nearly all actives have a fitted effect of over 55% in size
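Yeast A-beta toxicity model in growth medium with pinned compounds, 48 h at 30 C; growth read as absorbance at 600 nm. Normalized to FeCl3/clioquinol equimolar mix (positive) and DMSO (negative).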
aSyn rescue – inhibitors of alpha-synuclein toxicity in yeast. Yeast expressing alpha-synuclein, growth rescue, BacTiter-Glo, 24 h. 0.14% of 370,000 active. Potency, µM (titrated, usually from 46.1 µM), for the others: top-dose growth rescue (activation), usual class: activators; also: potency is read from the fitted curve at half-maximal effect; % of control where 0% means no effect; nearly all actives have a fitted effect of over 65% in size
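Rescue of yeast growth: cells expressing toxic alpha-synuclein, induced in galactose at OD600 0.02, incubated with compound 24 h at 30 C. ATP luminescence quantified growth; inhibitors of toxicity appear as activators.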
GLP-1R inv ag – inverse agonists of human GLP-1 receptor; P43220; AID 624417; 1.6% of 410,000 active; HEK293 GLP-1R CRE-luciferase, luminescence, 24 h; GLP-1R form is constitutively active; Potency, µM (doses to about 38.3 µM), without a hit: top-dose activity change, negative = inhibition, hits mostly inhibitors; also: potency is read from the fitted curve at half-maximal effect; % is scaled to controls: 0 for no effect and ±100 for the full control effect; nearly all actives have a fitted effect of over 55% in size
Target sequence (P43220 whole entry, looked up): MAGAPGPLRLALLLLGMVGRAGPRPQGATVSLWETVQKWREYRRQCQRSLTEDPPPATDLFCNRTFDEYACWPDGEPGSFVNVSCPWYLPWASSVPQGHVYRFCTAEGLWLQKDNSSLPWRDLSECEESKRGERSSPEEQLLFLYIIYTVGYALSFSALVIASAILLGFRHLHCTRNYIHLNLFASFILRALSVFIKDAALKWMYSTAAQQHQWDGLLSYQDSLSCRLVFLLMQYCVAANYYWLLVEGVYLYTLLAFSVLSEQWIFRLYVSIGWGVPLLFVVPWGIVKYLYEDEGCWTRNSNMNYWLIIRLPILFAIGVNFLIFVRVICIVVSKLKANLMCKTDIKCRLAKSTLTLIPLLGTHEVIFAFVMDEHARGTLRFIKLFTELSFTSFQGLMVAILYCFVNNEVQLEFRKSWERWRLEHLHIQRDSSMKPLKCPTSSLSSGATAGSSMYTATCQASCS
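Luminescence readout: a drop in cAMP-driven luciferase signal flags inverse agonism at a constitutively active GLP-1R stably expressed in HEK293. Compound exposure lasted 24 hr at 37 deg C, 5% CO2.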
PTHR1 agonist – PTHR1 (human) receptor agonism. Q03431. HEK293 GP2 PTHR1 cells, GloSensor cAMP luminescence, 1 h. Potency, µM (titrated, usually from 115 µM), for inactives: at the highest dose activation, most hits filed as activators. 0.075% of 410,000 active; also: potency is read from the fitted curve at half-maximal effect; nearly all actives have a fitted effect of over 55% in size; some results filed as inactive show a strong effect at the top dose; inactives centre near -15; many of its hits are not listed in these tables
Target sequence (Q03431 whole entry, looked up): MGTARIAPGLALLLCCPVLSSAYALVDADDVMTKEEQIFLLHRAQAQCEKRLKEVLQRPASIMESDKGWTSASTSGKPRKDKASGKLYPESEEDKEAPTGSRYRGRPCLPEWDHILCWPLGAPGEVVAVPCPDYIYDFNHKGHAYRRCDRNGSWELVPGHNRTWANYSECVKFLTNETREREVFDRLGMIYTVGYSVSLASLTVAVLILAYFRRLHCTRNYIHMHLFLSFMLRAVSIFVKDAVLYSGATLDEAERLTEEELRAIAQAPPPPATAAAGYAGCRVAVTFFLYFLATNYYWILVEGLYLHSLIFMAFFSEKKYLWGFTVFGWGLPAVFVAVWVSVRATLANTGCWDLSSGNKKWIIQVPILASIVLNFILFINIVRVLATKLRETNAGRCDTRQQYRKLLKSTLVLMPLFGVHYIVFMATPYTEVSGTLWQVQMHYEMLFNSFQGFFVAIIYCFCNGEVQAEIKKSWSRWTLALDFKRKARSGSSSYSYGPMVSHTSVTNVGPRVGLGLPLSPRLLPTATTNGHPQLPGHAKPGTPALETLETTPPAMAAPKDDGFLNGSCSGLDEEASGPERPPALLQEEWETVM
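HEK-293-derived GP2 cells expressing PTHR1 and a GloSensor cAMP reporter, 3,000/well, plated overnight, given luciferin plus IBMX (each 0.5 mM as added) for 1 h at 37 °C, then compound for 1 h at 37 °C. Luminescence was read after 15 min at room temperature.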
Akt phos inh – inhibitors of Akt phosphorylation; Neuro2A IGF-stimulated pAkt S473 HTRF, 20 min; hits give low values; activity change, % for hits at 50 µM; 0.32% of 360,000 active; AID 651550; in the data active = activity change below about -80%; inconclusive = mostly about -51% to -80%; also: % is scaled to controls: 0 for no effect and ±100 for the full control effect
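Neuro2A cells in DMEM with 0.5% FBS, overnight at 37 deg C, given compound at single 50 µM final, then IGF (6 nM final) for 20 min at 37 deg C. Lysed; phospho-Akt Ser473 by HTRF after 24 h, 665/615 ratio.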
TDP-43 yeast inh – TDP-43 toxicity inhibition in yeast; TDP-43 expressing yeast growth rescue, BacTiter-Glo, 24 h; Potency, µM (doses to about 46.1 µM), without a hit: top-dose growth rescue (activation), hits mostly activators; 1.8% of 410,000 active; AID 652104; also: potency is read from the fitted curve at half-maximal effect; % of control where 0% means no effect; nearly all actives have a fitted effect of over 50% in size
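Luminescence from BacTiter-Glo reports growth of TDP-43-expressing yeast after 24 hr at 30 deg C with compound. Cells were raffinose-pregrown to mid-log, then seeded in galactose medium at OD600=0.02.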
Active calls of the source: *; i = inactive; ? = inconclusive; . = not tested or not shown; [ ] = dose if it differs, or a comment. Unless noted, calls follow the shape of the dose curve; as a rule, active = well fitted curve in the direction sought with a large enough effect; inconclusive = small, poorly fitted or top-dose-only effect, or another doubt; inactive = no such curve, though single readings can be large; an effect the other way counts as inactive or inconclusive. Only part of the results is shown; rates above refer to the full screens.

(1) COC(=O)c1nc(NC(=O)c2ccc(Br)cc2)n[nH]1
(2) N#Cc1ccc(OCC(=O)Nc2cc(S(=O)(=O)N3CCCCC3)ccc2N2CCCCC2)cc1
(3) Cc1ccc(S(=O)(=O)CCSc2n[nH]c(=O)n2-c2ccccc2)cc1
(4) COC(=O)c1onc(-c2ccccc2)c1C(=O)OC
(5) CCC(C)NC(=O)Cn1cc(S(=O)(=O)N2CCN(c3ccccc3F)CC2)c2ccccc2c1=O (configuration not stated)
(6) COc1ccc2nc(SCc3ccccc3)nc(C)c2c1
(7) O=C(Nc1ccc([N+](=O)[O-])cc1)C1CC1(c1ccccc1)c1ccccc1 (configuration not stated)
(8) O=C1CC(N2CCSCC2)C(=O)N1c1ccc(Br)cc1 (configuration not stated)
(9) CSCCC(NC(=O)c1ccco1)C(=O)NCC1CCCO1 (configuration not stated)
(10) O=c1c(S(=O)(=O)c2ccccc2)cn(Cc2ccccc2)c2cc(N3CCCC3)c(F)cc12
Compound	1	2	3	4	5	6	7	8	9	10
Abeta yeast res	-20%	-15%	3%	-7%	18%	5%	-15%	6%	-6%	-6%
GLP-1R inv ag	-5%	24%	?	-32%	?	?	-3%	0%	8%	7%
aSyn rescue	-13%	-1%	0%	-2%	-1%	15%	0%	2%	-10%	.
PTHR1 agonist	-15%	-9%	i	-12%[57.5 µM]	i	-32%	-94%[inhibitor]	i	i	0%
MmCpn inh	.	1%	0%	-7%	-4%	-8%	-2%	0%	1%	.
FUS suppressor	.	-8%	-6%	-11%	53%	40%	.	-2%	-16%	-12%
TDP-43 yeast inh	-25%	9%	-5%	-2%	-12%	?	-9%	5%	-3%	-14%
Akt phos inh	i	i	i	i	i	i	i	i	i	.
GLP1R cytotox	0%	-5%	3%	-12%	-10%	18%	19%	2%	6%	-9%

(11) Cc1ccc(C)c(N2CCN(C(=O)c3ccc4c(=O)n(CCc5ccccc5)c(=O)[nH]c4c3)CC2)c1
(12) O=C(O/N=C1\CCCCC1c1ccc([N+](=O)[O-])cc1[N+](=O)[O-])c1c(F)cccc1F (configuration not stated)
(13) Cc1ccccc1OCC(=O)Nc1ccc2c(c1)C(=O)c1ccccc1C2=O
(14) CCc1cccc(NC(=S)N(CCOC)C2CCN(C(C)=O)CC2)c1
(15) CC1(Cc2ccc3c(c2)OCO3)C(=O)Nc2c(Cl)ccc(Cl)c21 (configuration not stated)
(16) Cc1cccc(C(=O)N[C@H](C(=O)Nc2cc(S(=O)(=O)N3CCCCC3)ccc2C)C(C)C)c1
(17) Cc1cccc(NC(=O)COC(=O)CN2CCCCCC2=O)c1C
(18) CCc1cccc(NC(=O)C2CCC(CNS(=O)(=O)c3ccc4c(c3)CCCC(=O)N4)CC2)c1 (configuration not stated)
(19) Cc1ccsc1C=Nc1c(C)n(C)n(-c2ccccc2)c1=O
(20) COc1ccccc1NC(=O)c1ccccc1-c1ccccc1C(=O)O
Compound	11	12	13	14	15	16	17	18	19	20
Abeta yeast res	3%	25%	-6%	-27%	-4%	20%	15%	0%	11%	-8%
GLP-1R inv ag	-1%	-14%	53%[activator]	4%	-14%	10µM*	4%	?	15%	11%
aSyn rescue	.	0%	0%	-5%	22µM*	-1%	-8%	.	-3%	-2%
PTHR1 agonist	-18%	i	i	i	-20%	i	i	-15%	i	i
MmCpn inh	.	-1%	-3%	3%	.	0%	0%	.	1%	2%
FUS suppressor	-34%	20%	10%	-9%	22%	3%	-5%	6%	12%	4%
TDP-43 yeast inh	22%	?	14%	-11%	?	11%	-2%	17%	-9%	27%
Akt phos inh	.	i	i	i	i	i	i	.	.	i
GLP1R cytotox	8%	-2%	6%	-7%	3%	-6%	0%	-12%	10%	-3%

(21) Cc1cc(C(F)(F)F)nc2c(Cl)c(C(C)(C)C)nn12
(22) Cc1cc(C)c(OCC(=O)Nc2ccccc2N2CCOCC2)c(C)c1
(23) O=C1C=CC(=O)N1Cc1ccccn1
(24) Cc1cccc(N(CC(=O)N2CCOCC2)S(C)(=O)=O)c1C
(25) O=c1c2cc(F)ccc2sn1-c1ccccc1Cl
(26) COc1ccc(S(=O)(=O)NCCCN2CCOCC2)cc1F
(27) CC(C)N(Cc1nccn1C)C(=O)CC1C(=O)NCCN1Cc1ccc(F)cc1 (configuration not stated)
(28) O=C(O)COCC(=O)N1CCN(C(c2ccccc2)c2ccccc2)CC1
(29) Cn1nnnc1SCC(=O)Nc1cc(C(F)(F)F)ccc1N1CCOCC1
(30) O=C(NC(=S)Nc1ccc(NC(=O)c2cccs2)cc1)c1cc2ccccc2o1
Compound	21	22	23	24	25	26	27	28	29	30
Abeta yeast res	1%	2%	-7%	5%	-82%[inhibitor]	15%	0%	-1%	10%	5%
GLP-1R inv ag	1%	?	11%	2%	?	1%	8%	?	-2%	2%
aSyn rescue	-2%	2%	-2%	3%	-79%[inhibitor]	-4%	-3%	3%	-12%	-7%
PTHR1 agonist	i	26%	-1%	i	-50%[inhibitor]	-17%	i	i	i	i
MmCpn inh	-5%	-1%	.	2%	.	-2%	1%	1%	2%	0%
FUS suppressor	5%	?	12%	4%	-21%	-15%	2%	-7%	0%	1%
TDP-43 yeast inh	-4%	-12%	0%	-3%	-92%[inhibitor]	4%	0%	-4%	-5%	-7%
Akt phos inh	i	i	i	i	i	i	i	i	i	i
GLP1R cytotox	0%	-3%	-4%	6%	-1%	0%	0%	0%	0%	17%

(31) Cc1c(C(=O)Nc2nccs2)sc2nc(-c3cccs3)cc(C(F)(F)F)c12
(32) O=C(CCN1C(=O)/C(=C/c2ccccc2)SC1=S)NNC(=O)c1cccnc1
(33) Cc1cccc(C)c1NC(=O)c1cc2c(=O)c3ccccc3oc2nc1C(F)(F)F
(34) O=C(CCCc1nc2ccccc2s1)NCc1cccnc1
(35) CCCNC(=O)Cn1c(=O)cnc2ccccc21
(36) CSc1nc2n(n1)C(c1cccc(F)c1)C(C(=O)Nc1ccc(C)cc1C)=C(C)N2 (configuration not stated)
(37) O=C(Nc1nc2c(F)c(F)c(F)cc2s1)c1ccco1
(38) O=C(Nc1ccc2c(c1)OCCO2)C1C(c2ccccc2)=Nc2ccccc2N1C(=O)c1cccnc1 (configuration not stated)
(39) O=C(NCCC(=O)N1CCN(S(=O)(=O)c2ccccc2Cl)CC1)Nc1ccccc1
(40) COc1ccc(CNC(=O)Cc2nn(C)c(=O)c3ccccc23)cc1
Compound	31	32	33	34	35	36	37	38	39	40
Abeta yeast res	1%	3%	-2%	-1%	?	4%	-23%	-15%	6%	7%
GLP-1R inv ag	-9%	0%	0%	36%	2%	2%	36%[activator]	16%	-17%	0%
aSyn rescue	14%	-6%	-3%	10%	-1%	-8%	8%	-2%	-13%	-1%
PTHR1 agonist	-6%[57.5 µM]	-10%	-12%[57.5 µM]	-1%	i	i	-42%	-45%[inhibitor]	-5%	-78%[inhibitor][57.5 µM]
MmCpn inh	1%	1%	0%	-3%	-1%	-1%	3%	.	0%	0%
FUS suppressor	?	.	23%	-33%	-2%	29%	9%	7.9µM*	26%	6%
TDP-43 yeast inh	-15%	11%	3%	6%	-12%	6%	-25%	-20%	16%	15%
Akt phos inh	i	i	i	i	i	i	i	i	i	i
GLP1R cytotox	-3%	-1%	-13%	-8%	17%	-1%	12%	-4%	-1%	-2%

Shown with tabs: entries from further up.
cpd	Molecule	Abeta yeast res	GLP-1R inv ag	aSyn rescue	PTHR1 agonist	MmCpn inh	FUS suppressor	TDP-43 yeast inh	Akt phos inh	GLP1R cytotox
38	O=C(Nc1ccc2c(c1)OCCO2)C1C(c2ccccc2)=Nc2ccccc2N1C(=O)c1cccnc1 (configuration not stated)	-15%	16%	-2%	-45%[inhibitor]	.	7.9µM*	-20%	i	-4%
39	O=C(NCCC(=O)N1CCN(S(=O)(=O)c2ccccc2Cl)CC1)Nc1ccccc1	6%	-17%	-13%	-5%	0%	26%	16%	i	-1%

Returning to the listing, repeating the 2 entries before the break.
(39) O=C(NCCC(=O)N1CCN(S(=O)(=O)c2ccccc2Cl)CC1)Nc1ccccc1
(40) COc1ccc(CNC(=O)Cc2nn(C)c(=O)c3ccccc23)cc1
(41) CS(=O)(=O)CCC(C(=O)N1CCOCC1)N1C(=O)c2cc(Cl)c(Cl)cc2C1=O (configuration not stated)
(42) Cc1cc(C)c(C#N)c(Oc2ccccc2)n1
(43) Cc1oc(-c2ccccc2F)nc1CN1CCC(C(=O)NCCc2ccccc2)CC1
(44) O=C(Nc1c(C(=O)N2CCN(c3ccccc3F)CC2)oc2ccccc12)c1ccc(Br)o1
Compound	39	40	41	42	43	44
Abeta yeast res	6%	7%	4%	2%	-6%	-2%
GLP-1R inv ag	-17%	0%	8%	11%	?	?
aSyn rescue	-13%	-1%	0%	-9%	.	.
PTHR1 agonist	-5%	-78%[inhibitor][57.5 µM]	i	i	i	i
MmCpn inh	0%	0%	0%	1%	.	.
FUS suppressor	26%	6%	11%	-15%	1%	-5%
TDP-43 yeast inh	16%	15%	-5%	13%	7%	11%
Akt phos inh	i	i	i	i	.	.
GLP1R cytotox	-1%	-2%	9%	-15%	1%	18%

Two records picked at random from those above:
(41) CS(=O)(=O)CCC(C(=O)N1CCOCC1)N1C(=O)c2cc(Cl)c(Cl)cc2C1=O (configuration not stated)
(43) Cc1oc(-c2ccccc2F)nc1CN1CCC(C(=O)NCCc2ccccc2)CC1
Compound	41	43
Abeta yeast res	4%	-6%
GLP-1R inv ag	8%	?
aSyn rescue	0%	.
PTHR1 agonist	i	i
MmCpn inh	0%	.
FUS suppressor	11%	1%
TDP-43 yeast inh	-5%	7%
Akt phos inh	i	.
GLP1R cytotox	9%	1%
